p97 inhibitor: human p97 ATPase inhibition; inhibition, % at 8 µM; hit rate 0.42% among 220,000; recombinant p97 ATPase, Kinase-Glo ATP luminescence, 3 h; P55072; in the data active means inhibition above about 15%;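 further: 0% = DMSO vehicle and 100% = wells lacking enzyme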
p47phox inh: inhibitors of human p47phox binding; p47phox/p22phox peptide binding, fluorescence polarization, 2 h; inhibition, % at 24.7 µM; hit rate 0.53% among 220,000; AID 1274;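 active means inhibition above about 30%, limit read from the data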;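 further: 0% = p47phox with labelled peptide and 100% = labelled peptide alone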
Calpain2 inh: calpain II (pig) inhibition; AID 1236; purified calpain II, fluorogenic peptide substrate, 30 min; hit rate 0.37% among 220,000; inhibition, % at 16 µM;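 active means inhibition above about 50%, limit read from the data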
EBV gp42 block: inhibitors of Epstein-Barr virus glycoprotein 42; Q1HVG2; Fluorescence polarization binding assay, mP read-out; inhibition, % (tested at 21.74 µM); hit rate 0.42% among 220,000; in the data active means inhibition above about 50%
Target sequence (Q1HVG2 whole entry, looked up): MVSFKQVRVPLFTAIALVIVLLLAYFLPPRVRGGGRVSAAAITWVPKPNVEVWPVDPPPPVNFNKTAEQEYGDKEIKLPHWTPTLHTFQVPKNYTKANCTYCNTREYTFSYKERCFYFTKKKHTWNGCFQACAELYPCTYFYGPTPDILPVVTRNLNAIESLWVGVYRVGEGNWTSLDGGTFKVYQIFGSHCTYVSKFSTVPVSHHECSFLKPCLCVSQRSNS
Runt-SMMHC FRET: inhibitors of human RUNX1 Runt domain binding to CBFb-SMMHC; Q01196+Q13951; Cerulean-Runt/Venus-CBFb-SMMHC FRET ratio 530/480, 1 h; inhibition, % at 20 µM; hit rate 0.74% among 220,000;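 active means mean inhibition across duplicate retests at 20 µM reaching about 50%, limit read from the data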;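 further: 0% = DMSO wells and 100% = wells with excess untagged CBFb-SMMHC; inhibitors lower the FRET ratio by blocking Runt binding to CBFb-SMMHC; some results filed as inactive read as strong as hits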
Target sequence (Q01196 whole entry, looked up, the tested form may be a part): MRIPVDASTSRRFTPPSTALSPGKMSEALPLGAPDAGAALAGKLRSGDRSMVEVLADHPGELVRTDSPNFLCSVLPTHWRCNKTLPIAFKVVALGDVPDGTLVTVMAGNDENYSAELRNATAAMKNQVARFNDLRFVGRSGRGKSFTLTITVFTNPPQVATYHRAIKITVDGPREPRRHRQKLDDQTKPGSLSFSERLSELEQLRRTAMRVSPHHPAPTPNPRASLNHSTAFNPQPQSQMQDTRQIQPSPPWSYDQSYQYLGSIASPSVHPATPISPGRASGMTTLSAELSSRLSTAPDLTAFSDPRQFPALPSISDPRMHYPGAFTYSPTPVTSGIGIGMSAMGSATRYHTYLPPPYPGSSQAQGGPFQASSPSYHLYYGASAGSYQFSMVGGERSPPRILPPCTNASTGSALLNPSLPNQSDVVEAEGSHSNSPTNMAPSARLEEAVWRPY
Target sequence (Q13951 whole entry, looked up, the tested form may be a part): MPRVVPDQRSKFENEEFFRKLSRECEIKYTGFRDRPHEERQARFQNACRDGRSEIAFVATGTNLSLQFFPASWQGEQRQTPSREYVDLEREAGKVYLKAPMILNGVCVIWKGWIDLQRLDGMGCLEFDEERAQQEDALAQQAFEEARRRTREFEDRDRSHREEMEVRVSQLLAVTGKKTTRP
RBBP9 inh: inhibitors of human serine hydrolase RBBP9; O75884; hit rate 0.2% among 220,000; recombinant RBBP9, FP-Rh probe fluorescence polarization; inhibition, % at 7.94 µM;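 active means inhibition above the campaign mean of all tested compounds plus 3 SD, cut at about 14% in these data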;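 further: plate controls were DMSO wells with RBBP9 for no effect and wells lacking RBBP9 protein for full effect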
Target sequence (O75884 whole entry, looked up): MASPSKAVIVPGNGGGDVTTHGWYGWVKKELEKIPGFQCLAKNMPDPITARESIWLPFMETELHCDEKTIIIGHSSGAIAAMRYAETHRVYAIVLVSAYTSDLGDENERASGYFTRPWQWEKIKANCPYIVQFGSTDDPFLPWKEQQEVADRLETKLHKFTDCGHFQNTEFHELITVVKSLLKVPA
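Test system: recombinant human RBBP9; Timing: 30 min then 45 min, 25 °C; Detection: fluorescence polarization; Control set: RBBP9 with DMSO as uninhibited control, no-protein wells as full inhibition; Compound dosing: one concentration, 7.94 µM nominal, 0.794% DMSO; Probe or stimulus: FP-Rh activity-based probe, 375 nM before mixing.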
Tb hexokinase: blocks Trypanosoma brucei hexokinase 1 activity; AID 1430; hit rate 0.11% among 220,000; recombinant TbHK1, G6PDH-coupled NADH A340; inhibition, % at 10 µM;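 active means inhibition of 50% or more in the single-dose primary screen; inactive means inhibition below 50%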
Furin inhibitor: inhibitors of human furin; inhibition, % at 30 µM; hit rate 0.061% among 220,000; P09958; purified furin, fluorogenic substrate cleavage; in the data active means inhibition above about 25%; further: inactives centre near -15
Runt-CBFb FRET: Runt domain-CBFb interaction inhibition; Cerulean-Runt/Venus-CBFb FRET ratio 530/480, 1 h; Q01196+Q13951; inhibition, % at 20 µM; hit rate 0.46% among 220,000;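 active means inhibition over about 50% at 20 µM in the single-dose screen, limit read from the data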;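 further: 0% = DMSO wells and 100% = excess unlabeled CBFb competitor control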
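Measured by: fluorescence energy transfer, 422 nm excitation, 530/480 nm emission; Assay system: Cerulean-Runt domain; Medium: Tris pH 7.5 buffer with BSA; Measure: loss of energy transfer signal; Controls: 5 µM unlabeled CBFb as full-inhibition high control; Incubation: protein complex preformed 1 h, compound exposure 1 h, room temperature, dark.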
An asterisk follows results filed as active; [ ] = dose if it differs, or a comment.

A first look (four entries):
`O=C(CSCc1cccc(Cl)c1)Nc1ccccc1-c1ccccc1` gave p97 inhibitor -6, p47phox inh 5, Calpain2 inh 33, EBV gp42 block 11, Runt-SMMHC FRET 0, RBBP9 inh -14, Tb hexokinase 39, Furin inhibitor -7 and Runt-CBFb FRET -4.
Cc1ccc(C2=NOC3(CC(=O)N(c4ccccc4)C3=O)C2)cc1 (stereo not drawn) was read as p97 inhibitor -2, p47phox inh -3, Calpain2 inh -12, EBV gp42 block -5, Runt-SMMHC FRET 2, RBBP9 inh -5, Tb hexokinase -7, Furin inhibitor 1 and Runt-CBFb FRET 0.
Screening CC(=O)N1CCC(N(CCN2CCOCC2)C(=S)Nc2ccc(C)c(C)c2)CC1 returned p97 inhibitor -1, p47phox inh -3, Calpain2 inh 7, EBV gp42 block 0, Runt-SMMHC FRET -1, RBBP9 inh -5, Tb hexokinase -1, Furin inhibitor -14 and Runt-CBFb FRET -1.
Screening CCOC(=O)c1c(NC(=O)c2cc3n(n2)C(C(F)(F)F)CC(c2cccs2)N3)sc(C)c1C (stereo not drawn) returned p97 inhibitor 3, p47phox inh -13, Calpain2 inh -53, EBV gp42 block -21, Runt-SMMHC FRET -2, RBBP9 inh -6, Tb hexokinase -9, Furin inhibitor -25 and Runt-CBFb FRET -2.

All compounds of this part, repeating the preview:
`O=C(CSCc1cccc(Cl)c1)Nc1ccccc1-c1ccccc1` gave p97 inhibitor -6, p47phox inh 5, Calpain2 inh 33, EBV gp42 block 11, Runt-SMMHC FRET 0, RBBP9 inh -14, Tb hexokinase 39, Furin inhibitor -7 and Runt-CBFb FRET -4.
Cc1ccc(C2=NOC3(CC(=O)N(c4ccccc4)C3=O)C2)cc1 (stereo not drawn) was read as p97 inhibitor -2, p47phox inh -3, Calpain2 inh -12, EBV gp42 block -5, Runt-SMMHC FRET 2, RBBP9 inh -5, Tb hexokinase -7, Furin inhibitor 1 and Runt-CBFb FRET 0.
Screening CC(=O)N1CCC(N(CCN2CCOCC2)C(=S)Nc2ccc(C)c(C)c2)CC1 returned p97 inhibitor -1, p47phox inh -3, Calpain2 inh 7, EBV gp42 block 0, Runt-SMMHC FRET -1, RBBP9 inh -5, Tb hexokinase -1, Furin inhibitor -14 and Runt-CBFb FRET -1.
Screening CCOC(=O)c1c(NC(=O)c2cc3n(n2)C(C(F)(F)F)CC(c2cccs2)N3)sc(C)c1C (stereo not drawn) returned p97 inhibitor 3, p47phox inh -13, Calpain2 inh -53, EBV gp42 block -21, Runt-SMMHC FRET -2, RBBP9 inh -6, Tb hexokinase -9, Furin inhibitor -25 and Runt-CBFb FRET -2.
O=c1c2ccccc2nc(-c2ccc(Cl)c(Cl)c2)n1O was read as p97 inhibitor 3, p47phox inh -6, Calpain2 inh 2, EBV gp42 block -3, Runt-SMMHC FRET 4, RBBP9 inh -2, Tb hexokinase 1, Furin inhibitor -17[20 µM] and Runt-CBFb FRET 2.
For CCOC(=O)C(C)N1N=C(/C=C/c2ccc(OC)cc2)CCC1=O (stereo not drawn) the results were p97 inhibitor 1, p47phox inh -11, Calpain2 inh -8, EBV gp42 block -6, Runt-SMMHC FRET -1, RBBP9 inh 1, Tb hexokinase -43, Furin inhibitor -2[20 µM] and Runt-CBFb FRET -3.
For Cc1sc2nc(SCC(=O)NCc3ccco3)n(-c3ccccc3)c(=O)c2c1C the results were p97 inhibitor 3, p47phox inh 11, Calpain2 inh -26, EBV gp42 block -3, Runt-SMMHC FRET -2, RBBP9 inh -8, Tb hexokinase 10, Furin inhibitor -29 and Runt-CBFb FRET -2.
For O=C(c1ccccc1)N1CCN(C2CC(=O)N(CCc3ccccc3)C2=O)CC1 (stereo not drawn) the results were p97 inhibitor 6, p47phox inh -2, Calpain2 inh 3, EBV gp42 block -13, Runt-SMMHC FRET -4, RBBP9 inh -1, Tb hexokinase 1, Furin inhibitor -22 and Runt-CBFb FRET -2.
`Cc1cccc(N2CC(c3nc4ccccc4n3C)CC2=O)c1C` (stereo not drawn) gave p97 inhibitor 0, p47phox inh 14, Calpain2 inh 13, EBV gp42 block 4, Runt-SMMHC FRET 2, RBBP9 inh -4, Tb hexokinase -2, Furin inhibitor -6 and Runt-CBFb FRET -2.
`CC1CN(C(=O)COC(=O)c2ccc(NC(=O)CC#N)cc2)CC(C)O1` (stereo not drawn) gave p97 inhibitor 2, p47phox inh -12, Calpain2 inh -41, EBV gp42 block -5, Runt-SMMHC FRET -1, RBBP9 inh -7, Tb hexokinase -1, Furin inhibitor -14 and Runt-CBFb FRET -4.
`CN(C)c1nc(N)nc(CSc2nnnn2-c2ccc(C(=O)O)cc2)n1` gave p97 inhibitor 0, p47phox inh -7, Calpain2 inh -11, EBV gp42 block -21, Runt-SMMHC FRET -2, RBBP9 inh 1, Tb hexokinase -2, Furin inhibitor -12[20 µM] and Runt-CBFb FRET 3.
Screening O=C(Cn1nnc(-c2ccccc2)n1)N=Nc1c(O)[nH]c2ccccc12 returned p97 inhibitor 9, p47phox inh -2, Calpain2 inh 5, EBV gp42 block -22, Runt-SMMHC FRET -4, RBBP9 inh -5, Tb hexokinase -11, Furin inhibitor -19[20 µM] and Runt-CBFb FRET 2.
Screening CCc1ccc(CCC(=O)Nc2ccc(C)cc2C)o1 returned p97 inhibitor 0, p47phox inh -3, Calpain2 inh -30, EBV gp42 block -5, Runt-SMMHC FRET -4, RBBP9 inh 5, Tb hexokinase 2, Furin inhibitor -20[20 µM] and Runt-CBFb FRET -1.
For O=C(NC1CCCC1)C1CCCN1C(=O)Nc1ccc(Cl)cc1 (stereo not drawn) the results were p97 inhibitor 3, p47phox inh -12, Calpain2 inh -24, EBV gp42 block -4, Runt-SMMHC FRET 5, RBBP9 inh -6, Tb hexokinase 2, Furin inhibitor -23 and Runt-CBFb FRET -2.
COc1ccc(CNC(=O)NCc2ccc(OC)c(OC)c2)cc1OC was read as p97 inhibitor -4, p47phox inh -3, Calpain2 inh 14, EBV gp42 block -10, Runt-SMMHC FRET 1, RBBP9 inh -3, Tb hexokinase 1, Furin inhibitor -12 and Runt-CBFb FRET -2.
Screening CN1CCC(=NNC(=O)CSCc2ccccc2)CC1 returned p97 inhibitor -1, p47phox inh -3, Calpain2 inh 10, EBV gp42 block -10, Runt-SMMHC FRET 2, RBBP9 inh 12, Tb hexokinase 3, Furin inhibitor -28[20 µM] and Runt-CBFb FRET 1.
For COc1cc2c(cc1OC)C(C(=O)N1CCOCC1)C(c1cccs1)N(C)C2=O (stereo not drawn) the results were p97 inhibitor -1, p47phox inh -8, Calpain2 inh 8, EBV gp42 block -3, Runt-SMMHC FRET -2, RBBP9 inh -9, Tb hexokinase 36, Furin inhibitor -22 and Runt-CBFb FRET 2.
CC(=O)C1=C(N2CCCCC2)CCC1=O was read as p97 inhibitor 2, p47phox inh -2, Calpain2 inh -8, EBV gp42 block -8, Runt-SMMHC FRET 2, RBBP9 inh -8, Tb hexokinase -3, Furin inhibitor -17[20 µM] and Runt-CBFb FRET 2.
`O=C(CCc1nnc(COc2ccccc2)o1)NCc1ccc(Cl)s1` gave p97 inhibitor 4, p47phox inh -9, Calpain2 inh 29, EBV gp42 block -17, Runt-SMMHC FRET 0, RBBP9 inh -3, Tb hexokinase -3, Furin inhibitor -13 and Runt-CBFb FRET -2.
`OC(COCc1cccs1)CN1CCN(c2ccccn2)CC1` (stereo not drawn) gave p97 inhibitor 1, p47phox inh -15, Calpain2 inh 12, EBV gp42 block -1, Runt-SMMHC FRET -1, RBBP9 inh -10, Tb hexokinase 3, Furin inhibitor -9 and Runt-CBFb FRET 1.
`COc1cc2c(cc1OC)-c1cc(N3CCCCCC3)nc(=O)n1CC2` gave p97 inhibitor 5, p47phox inh -1, Calpain2 inh -82, EBV gp42 block -6, Runt-SMMHC FRET 1, RBBP9 inh -10, Tb hexokinase -45, Furin inhibitor -46 and Runt-CBFb FRET 1.
For CCn1cc(SCC(=O)NCc2ccc3c(c2)OCO3)c2ccccc21 the results were p97 inhibitor 1, p47phox inh -14, Calpain2 inh -1, EBV gp42 block -6, Runt-SMMHC FRET -2, RBBP9 inh 0, Tb hexokinase 1, Furin inhibitor -31 and Runt-CBFb FRET 0.
Screening O=C(N/C(=C/c1cccc([N+](=O)[O-])c1)C(=O)N1CCCCCC1)c1cccs1 returned p97 inhibitor -3, p47phox inh -5, Calpain2 inh 22, EBV gp42 block 8, Runt-SMMHC FRET -3, RBBP9 inh -7, Tb hexokinase 21, Furin inhibitor -3 and Runt-CBFb FRET -1.
Screening COC(=O)c1sc(=S)n(Cc2ccccc2)c1C returned p97 inhibitor -5, p47phox inh 3, Calpain2 inh 34, EBV gp42 block -5, Runt-SMMHC FRET 0, RBBP9 inh -3, Tb hexokinase -39, Furin inhibitor -1 and Runt-CBFb FRET 0.
Screening O=C(NNC(=S)Nc1ccc(Br)cc1)c1ccc(N2CCOCC2)c([N+](=O)[O-])c1 returned p97 inhibitor 2, p47phox inh -17, Calpain2 inh -46, EBV gp42 block 2, Runt-SMMHC FRET -1, RBBP9 inh -1, Tb hexokinase -16, Furin inhibitor -22 and Runt-CBFb FRET 8.
`Cc1ccc(NC(=O)Nc2ccc(Cl)cn2)cc1` gave p97 inhibitor 0, p47phox inh 0, Calpain2 inh 4, EBV gp42 block -10, Runt-SMMHC FRET -4, RBBP9 inh -3, Tb hexokinase 1, Furin inhibitor -19 and Runt-CBFb FRET 1.
For CC(C)(C)NC(=O)C(=O)NNC(=O)c1ccco1 the results were p97 inhibitor 6, p47phox inh -1, Calpain2 inh -3, EBV gp42 block -18, Runt-SMMHC FRET 0, RBBP9 inh 0, Tb hexokinase -5, Furin inhibitor -18 and Runt-CBFb FRET -2.
COc1cccc(NC(=O)Cn2nc(Cc3cccnc3)c3ccccc3c2=O)c1 was read as p97 inhibitor -3, p47phox inh 6, Calpain2 inh 16, EBV gp42 block 5, Runt-SMMHC FRET 4, RBBP9 inh 2, Tb hexokinase 3, Furin inhibitor -11 and Runt-CBFb FRET 3.
For CCN(C(=S)NC(=O)C1CCCC1)C1CCCCC1 the results were p97 inhibitor -6, p47phox inh 3, Calpain2 inh 17, EBV gp42 block 8, Runt-SMMHC FRET 0, RBBP9 inh -10, Tb hexokinase 10, Furin inhibitor -3 and Runt-CBFb FRET 2.
For Cc1cc(C)c(N(CC(=O)NC(C)(C)C)C(=O)CNC(=O)c2cccs2)c(C)c1 the results were p97 inhibitor 2, p47phox inh -4, Calpain2 inh -24, EBV gp42 block -16, Runt-SMMHC FRET 3, RBBP9 inh -5, Tb hexokinase 4, Furin inhibitor -15 and Runt-CBFb FRET -1.
`COC(=O)C1=C(C)NC(=O)/C1=C\c1cc(C)n(-c2ccc(F)cc2)c1C` gave p97 inhibitor 8, p47phox inh -24, Calpain2 inh 8, EBV gp42 block 2, Runt-SMMHC FRET -15, RBBP9 inh -2, Tb hexokinase -4, Furin inhibitor -11 and Runt-CBFb FRET 2.
CCOC(=O)c1cc2c(ccn2-c2ccc(F)cc2)n1CC(=O)N1CCN(C(=O)c2ccco2)CC1 was read as p97 inhibitor -10, p47phox inh 16, Calpain2 inh -25, EBV gp42 block 3, Runt-SMMHC FRET -6, RBBP9 inh -11, Tb hexokinase -14, Furin inhibitor 2 and Runt-CBFb FRET -6.
Screening CCONC(=O)Nc1ccccc1 returned p97 inhibitor 6, p47phox inh 8, Calpain2 inh 1, EBV gp42 block -1, Runt-SMMHC FRET 0, RBBP9 inh -5, Tb hexokinase -3, Furin inhibitor -26 and Runt-CBFb FRET 0.

Compound activity as filed in PubChem.
